OTUD3 block: human OTUD3 deubiquitinase inhibition; purified OTUD3, Ub-rhodamine fluorescence, 2 h; inhibition, % at 25 µM; 47,000 tested, 0.7% active
USP8 block: blocks human USP8 ubiquitin-rhodamine cleavage. P40818. purified USP8, Ub-rhodamine cleavage fluorescence, 30 min. inhibition, % at 20 µM. 47,000 tested, 4.2% active. AID 1645853
Target sequence (P40818 whole entry, looked up): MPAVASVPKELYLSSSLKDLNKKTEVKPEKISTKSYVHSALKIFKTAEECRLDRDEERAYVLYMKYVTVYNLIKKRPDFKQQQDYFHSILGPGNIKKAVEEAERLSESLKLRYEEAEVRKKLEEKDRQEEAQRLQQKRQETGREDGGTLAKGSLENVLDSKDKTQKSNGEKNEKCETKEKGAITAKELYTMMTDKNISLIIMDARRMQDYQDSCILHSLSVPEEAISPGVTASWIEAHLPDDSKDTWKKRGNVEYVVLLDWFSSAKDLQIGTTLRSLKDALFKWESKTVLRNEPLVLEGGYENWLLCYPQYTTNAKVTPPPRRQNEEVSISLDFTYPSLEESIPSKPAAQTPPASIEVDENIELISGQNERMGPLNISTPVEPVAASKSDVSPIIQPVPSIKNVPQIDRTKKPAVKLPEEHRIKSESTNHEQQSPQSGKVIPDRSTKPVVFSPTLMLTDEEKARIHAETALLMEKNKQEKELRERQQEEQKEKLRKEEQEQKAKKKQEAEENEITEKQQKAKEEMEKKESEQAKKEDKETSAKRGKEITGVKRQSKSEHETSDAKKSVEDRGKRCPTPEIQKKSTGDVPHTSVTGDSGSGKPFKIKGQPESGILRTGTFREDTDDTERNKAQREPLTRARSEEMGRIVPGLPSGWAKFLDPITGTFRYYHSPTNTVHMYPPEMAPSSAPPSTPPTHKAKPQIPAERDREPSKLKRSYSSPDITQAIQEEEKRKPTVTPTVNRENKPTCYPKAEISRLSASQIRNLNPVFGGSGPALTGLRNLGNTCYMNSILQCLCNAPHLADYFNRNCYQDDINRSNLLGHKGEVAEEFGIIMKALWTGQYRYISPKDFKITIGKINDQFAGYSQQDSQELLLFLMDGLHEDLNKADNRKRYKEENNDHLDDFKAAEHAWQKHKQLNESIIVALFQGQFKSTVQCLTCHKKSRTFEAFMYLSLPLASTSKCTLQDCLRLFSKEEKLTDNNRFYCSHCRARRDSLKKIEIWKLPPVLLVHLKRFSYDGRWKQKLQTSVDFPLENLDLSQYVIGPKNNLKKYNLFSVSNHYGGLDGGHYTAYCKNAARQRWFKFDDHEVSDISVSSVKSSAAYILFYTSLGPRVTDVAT
USP17 block: blocks human USP17 ubiquitin-rhodamine cleavage. 47,000 tested, 6.5% active. purified USP17, Ub-rhodamine cleavage fluorescence, 3 h. A8MUK1. inhibition, % at 50 µM
USP10 block: inhibitors of human USP10 deubiquitinase; Q14694; purified USP10, Ub-rhodamine fluorescence, 60 min; inhibition, % at 20 µM; 47,000 tested, 1.1% active; AID 1645856
USP28 inh: blocks human USP28 ubiquitin-rhodamine cleavage; purified USP28, Ub-rhodamine cleavage fluorescence, 30 min; inhibition, % at 25 µM; Q96RU2; 47,000 tested, 3% active; AID 1645857
USP30 inh: blocks human USP30 ubiquitin-rhodamine cleavage. purified USP30, Ub-rhodamine cleavage fluorescence. 47,000 tested, 5.3% active. Q70CQ3. inhibition, % at 25 µM. AID 1645860
UCHL1 inh: inhibitors of human UCHL1 deubiquitinase; P09936; purified UCHL1, Ub-rhodamine cleavage fluorescence; inhibition, % at 20 µM; 47,000 tested, 0.2% active
USP7 block: inhibitors of human USP7 deubiquitinase | purified USP7, Ub-rhodamine cleavage fluorescence | 47,000 tested, 0.3% active | inhibition, % at 20 µM | Q93009
Starred values were filed as active, the others as inactive; . = not tested or not shown. Rule as the data show it: active = inhibition above about 30%; inactive = the rest.

OTUD3 block	Compound	USP8 block	USP17 block	USP10 block	USP28 inh	USP30 inh	UCHL1 inh	USP7 block
-0.2	Cc1cccc(C)c1N1C(=O)CSCC1=O	14.1	1.6	-2.5	0.1	-13.3	-1.5	-0.4
11.6	O=C(Nc1ccc(Cl)cc1Cl)c1ccn(COc2ccccc2F)n1	20.2	35.7*	0.4	17.6	44.9*	0.3	5.1
9.8	CCCn1c(COC(=O)c2ccccc2C(=O)c2ccccc2)nc2cc(S(=O)(=O)N(C)C)ccc21	-49.9	-5.8	-0.9	3.8	22.3	0.7	-0.3
9.3	Cc1nc(-c2ncc[nH]2)cc(C2CCN(C(=O)c3nccc4ccccc34)CC2)n1	5.1	4.2	1.0	-0.1	11.9	1.4	3.1
-5.8	CC(=O)Nc1ccc(-c2noc(C3CCN(C(=O)Cc4ccccc4F)CC3)n2)cc1	-248.5	-15.2	-3.7	-6.7	-2.0	-0.5	-0.8
13.2	Cc1ccc(S(=O)(=O)N2CCN(c3c(C)n(C)c(=O)n(C)c3=O)CC2)c(C)c1	12.9	11.0	-0.9	9.8	15.7	1.3	4.0
-20.0	COCCN1CC=CCC2(CCN(Cc3ccc(N4CCCC4)cc3)CC2)C1=O	-4.6	-19.7	-5.3	-28.2	-77.9	-3.3	-6.3
-15.4	CC(=O)N1CCn2c(c(C(=O)Nc3ccc(F)cc3)c3cccnc32)C1	-9.8	-11.6	-9.7	-15.5	-15.6	-4.5	-4.4
1.2	COc1cc2c(cc1OC)-c1c(c(C(=O)O)nn1-c1ccc(F)cc1)C2	11.1	0.3	6.2	3.4	10.3	4.5	6.6
5.2	Cc1ccc(NC(=O)C2CCC(=O)N2S(=O)(=O)c2ccccc2)cc1 (stereo not drawn)	-21.7	0.0	2.2	1.5	-4.1	3.9	1.8
1.4	Cc1cccc(NC(=O)N2CCC3(C2)C(=O)N(C)c2ccccc23)c1 (stereo not drawn)	1.5	0.5	-4.3	-0.3	-17.7	-2.1	-23.2
11.9	O=C(CCCn1c(=O)[nH]c2ccc(Br)cc2c1=O)N1CCC(O)(c2cccc(C(F)(F)F)c2)CC1	16.0	21.0	3.3	22.2	27.1	6.1	-37.1
6.4	Nc1ncncc1-c1noc([C@@H]2CCCN2C2CCOCC2)n1	24.8	-26.6	1.4	4.2	1.5	2.4	-4.9
12.2	CCc1ccc(-c2noc(CSc3ccc(-c4ccccc4)nn3)n2)cc1	4.6	4.5	2.8	16.9	-0.2	0.2	7.4
14.5	CC(=O)N[C@@]12CCN(Cc3cnn(-c4ccc(F)cc4)c3)C[C@@H]1CN(C(C)=O)C2	17.3	10.4	-1.3	8.0	21.8	2.2	6.8
5.2	Cc1nc2c(NS(=O)(=O)c3ccc(F)c(C)c3)cccn2n1	-16.6	1.0	-1.8	-1.0	-8.5	1.6	1.3
1.9	c1ccc2cc(Sc3ncnc4c3oc3ccccc34)ccc2c1	10.9	5.0	2.2	-0.2	6.8	-0.1	1.2
-17.8	CCc1ccc(C(=O)CSc2nc(CC)nc3c2oc2ccccc23)cc1	7.6	-0.3	9.4	-5.2	-1.4	0.2	3.8
-5.1	COc1ccc(NC(C)=O)cc1S(=O)(=O)N(C)C(c1ccccc1)c1ccccc1	6.5	0.1	3.2	-2.3	-16.1	1.1	1.7
-5.7	COc1ccc2[nH]c(C(=O)N3CCC(n4c(C)nc5cccnc54)CC3)cc2c1	9.6	-2.6	-3.2	-5.2	-10.5	1.7	-1.5
-7.2	Cc1nc(C2CCCN(Cc3ncc[nH]3)C2)nc2c1CCC(=O)N2Cc1ccccc1 (stereo not drawn)	-23.2	-11.8	-1.1	-2.8	-14.2	-1.3	-1.8
-4.5	Cc1cc(-c2ccccc2C(=O)O)nc(C2CCCN(S(C)(=O)=O)C2)n1 (stereo not drawn)	-28.3	-1.4	-2.4	-8.5	-0.9	-5.6	-0.4
-2.9	CC(C)NC(=O)C1CCc2nc(N3CCCCC3)ncc2C1 (stereo not drawn)	-3.6	-2.1	-0.9	-2.6	-7.5	-0.6	-1.4
12.3	CN1[C@@H](CCC(=O)NCc2ccccc2)CNC(=O)[C@@H]2[C@H]1CCN2CC1CC1	12.5	3.4	-1.3	6.2	11.7	-0.3	4.0
-0.2	COc1cc2cc(Oc3ccc4ccc(=O)oc4c3)c(=O)oc2cc1O	1.7	-4.3	1.4	7.3	34.2*	0.9	2.0
5.7	Cc1[nH]c(C)c(S(=O)(=O)NC2CCCCC2)c1C(=O)N1CCCC1	5.3	1.3	0.2	3.0	-6.5	0.0	-5.8
-0.1	Cc1cc(N(C)C)n2nc(-c3ccc(Cl)cc3)c(C)c2n1	6.5	1.5	-1.8	-4.1	-12.0	-3.4	-3.1
0.0	N#Cc1c(N)sc2c1CCc1ccccc1-2	25.7	16.6	-6.8	11.9	-19.8	-3.3	3.2
-4.6	Cc1nc(N2CCC(C)CC2)ncc1-c1cc(=O)[nH]c(N2CCCCC2)n1	-2.9	-3.7	3.3	-5.6	-3.0	-0.3	-0.9
9.4	CCN1C(=O)CCC12CCCN(C(=O)Cc1ccncc1)C2 (stereo not drawn)	-7.1	9.3	1.2	14.0	19.2	1.1	4.1
-13.3	CC12CN(C(=O)c3ccccc3)CC(C)(CN(C(=O)c3ccccc3)C1)C2O (stereo not drawn)	-38.8	-19.2	-9.7	-19.4	-35.8	-6.9	-2.9
6.8	Cc1cn(C)c(C2CCCN(C(=O)c3cc(C)nc4onc(C)c34)C2)n1 (stereo not drawn)	15.8	4.6	2.9	9.7	14.7	2.7	9.8
16.4	O=C1NCCNCC1Cc1ccccc1-c1ccc(F)c(F)c1 (stereo not drawn)	-1.7	-0.1	-1.7	7.8	8.0	0.1	-2.3
-5.2	O=C(c1csc(-c2ccc(N3CCCC3)nc2)n1)N1CCCC1	0.3	-11.6	0.2	-9.7	-20.9	-0.2	-4.8
4.4	O=C(O)CCNC(=O)/C(=C\c1ccc(Br)cc1)NC(=O)c1ccco1	10.7	5.4	0.7	0.1	-7.6	-2.8	-0.8
-5.4	Cc1nc(Nc2ccc(Oc3ccccc3)cc2)cc(-c2ccncc2)n1	-4.9	-3.4	5.0	7.5	-20.7	9.3	8.9
-10.6	COc1ccccc1N1CCN(CC(O)COc2ccc(C(C)=O)cc2)CC1 (stereo not drawn)	-23.7	-11.6	0.5	-2.2	-5.7	-2.4	-0.3
-7.0	Cc1c(C(=O)NCC2CCCCC2)nnn1-c1cccc2c1CCN(c1nccc(N)n1)C2	-2.7	-8.5	1.1	9.9	3.0	5.9	0.4
2.9	COc1ccccc1N1CCN(C(=O)CCC2=NS(=O)(=O)c3ccc(C)cc3N2)CC1	-87.7	-8.5	4.0	4.6	6.6	3.1	6.0
0.9	CCn1nccc1C(=O)N1CCc2c(nc(-c3ccc(OC)cc3)[nH]c2=O)C1	-50.4	-14.0	0.9	-7.0	-5.3	-0.1	-0.4

Nothing new here: entries from further up.
OTUD3 block	Compound	USP8 block	USP17 block	USP10 block	USP28 inh	USP30 inh	UCHL1 inh	USP7 block
16.4	O=C1NCCNCC1Cc1ccccc1-c1ccc(F)c(F)c1 (stereo not drawn)	-1.7	-0.1	-1.7	7.8	8.0	0.1	-2.3
-5.2	O=C(c1csc(-c2ccc(N3CCCC3)nc2)n1)N1CCCC1	0.3	-11.6	0.2	-9.7	-20.9	-0.2	-4.8
4.4	O=C(O)CCNC(=O)/C(=C\c1ccc(Br)cc1)NC(=O)c1ccco1	10.7	5.4	0.7	0.1	-7.6	-2.8	-0.8
-5.4	Cc1nc(Nc2ccc(Oc3ccccc3)cc2)cc(-c2ccncc2)n1	-4.9	-3.4	5.0	7.5	-20.7	9.3	8.9
-10.6	COc1ccccc1N1CCN(CC(O)COc2ccc(C(C)=O)cc2)CC1 (stereo not drawn)	-23.7	-11.6	0.5	-2.2	-5.7	-2.4	-0.3
-7.0	Cc1c(C(=O)NCC2CCCCC2)nnn1-c1cccc2c1CCN(c1nccc(N)n1)C2	-2.7	-8.5	1.1	9.9	3.0	5.9	0.4
2.9	COc1ccccc1N1CCN(C(=O)CCC2=NS(=O)(=O)c3ccc(C)cc3N2)CC1	-87.7	-8.5	4.0	4.6	6.6	3.1	6.0
0.9	CCn1nccc1C(=O)N1CCc2c(nc(-c3ccc(OC)cc3)[nH]c2=O)C1	-50.4	-14.0	0.9	-7.0	-5.3	-0.1	-0.4

(more compounds)
OTUD3 block	Compound	USP8 block	USP17 block	USP10 block	USP28 inh	USP30 inh	UCHL1 inh	USP7 block
14.8	O=C(CNC1CCCc2ccccc21)Nc1cc(S(=O)(=O)N2CCCCC2)ccc1Cl (stereo not drawn)	6.6	8.5	1.6	13.6	23.9	3.7	11.6
-3.4	Cc1noc(C2(NC(=O)C3CC3)CCCCC2)n1	0.4	1.8	1.4	-9.3	-12.5	-3.3	3.0
-24.0	CCN1CCCC1CN(Cc1cc2cc(OC)ccc2[nH]c1=O)C(=O)NCc1ccccc1 (stereo not drawn)	-31.9	52.7*	-6.5	-11.5	-41.1	-9.4	-21.2
-15.1	CC1CCC(NC(=O)c2ccccc2N2C(=O)N3CCc4c([nH]c5ccccc45)[C@@]3(C)C2=O)CC1 (stereo partly drawn)	-3.5	4.7	-1.2	-2.3	-9.2	-0.5	-1.2
-11.3	Cc1nc(-c2noc(-c3cccnc3)n2)cn1CC(=O)N1CCN(c2ccc(F)cc2)CC1	-9.0	-2.7	-3.8	-5.8	0.4	-7.6	-2.3
3.9	CC(CCc1ccccc1)NC(=O)Cn1cccc1C(=O)c1ccccc1 (stereo not drawn)	15.0	14.4	4.2	38.1*	14.9	2.9	-9.0
8.7	COc1cc2oc(=O)c(CC(=O)N3CCN(c4ncccn4)CC3)c(C)c2cc1OC	14.0	14.9	2.8	10.2	27.0	0.9	0.4
78.5*	CC1CC(=O)c2c(cc3c(-c4c(O)cc(O)c5c(O)c6c(cc45)OC(C)CC6=O)c(O)cc(O)c3c2O)O1 (stereo not drawn)	78.5*	88.1*	82.5*	85.2*	8.7	83.4*	74.2*
20.5	COc1ccc(C2CC(=O)c3cnc(N4CC(C)CC(C)C4)nc3C2)cc1 (stereo not drawn)	23.3	7.7	4.6	11.4	19.6	3.0	0.7
7.8	COc1ccc(-c2nnn(CC(=O)Nc3ccccc3)n2)cc1	1.7	48.8*	10.0	39.3*	45.9*	-1.7	6.1
0.0	O=C(c1cc(-c2ccccc2)n[nH]1)N1CCN(C2CCCCC2)CC1	-0.2	-4.4	-2.5	4.2	18.3	0.5	3.1
-12.6	Cc1noc(C)c1CN1CCC(NC(=O)c2ccc3c(c2)OCO3)CC1	-7.4	-13.7	-4.9	-11.4	-44.2	-3.0	-2.8
22.6	Cc1cc(C)nc(N(C(=O)C2CC2)c2cc(C(F)(F)F)ccc2Cl)n1	15.1	11.5	1.6	6.9	7.7	1.6	2.2
-3.3	Cc1cccc(NC(=O)Cn2cc(S(=O)(=O)N3CCOCC3)ccc2=O)c1	1.5	2.8	2.1	-0.9	15.6	-2.5	0.0
10.6	Cc1cc(Nc2cnccn2)cc(C2CCCN(S(=O)(=O)N(C)C)C2)n1 (stereo not drawn)	13.9	0.1	-7.5	0.2	-24.2	-0.7	-1.9
0.4	CN1[C@@H](CCC(=O)Nc2ccccc2)CNC(=O)[C@@H]2[C@H]1CCN2Cc1nc2ccccc2n1C	-5.9	-7.6	-0.6	-4.7	2.6	1.7	2.3
9.4	CCN(CCCNC(=O)CCc1nnc2n(Cc3ccccc3)c(=O)c3ccccc3n12)c1cccc(C)c1	9.6	.	5.5	16.6	41.9*	5.5	-10.1
-11.9	CCCc1cc(C2CCCN2S(=O)(=O)c2ccc3c(c2)OCCN3C(C)=O)no1 (stereo not drawn)	-10.0	-6.3	-0.6	49.0*	-0.4	-1.0	-3.0
12.9	CCN(CCCNC(=O)CCc1nnc2n(Cc3ccc(C)cc3)c(=O)c3ccccc3n12)c1cccc(C)c1	5.8	6.3	-0.8	14.4	23.9	7.3	1.2
-9.2	O=C(C1CCCN(S(=O)(=O)c2cccnc2)C1)N1CCN(Cc2ccccc2)CC1 (stereo not drawn)	-4.4	-5.3	-3.9	-10.6	-6.7	-2.3	-4.9

Structures listed so far marked active in USP7 block.
OTUD3 block	Compound	USP8 block	USP17 block	USP10 block	USP28 inh	USP30 inh	UCHL1 inh	USP7 block
78.5*	CC1CC(=O)c2c(cc3c(-c4c(O)cc(O)c5c(O)c6c(cc45)OC(C)CC6=O)c(O)cc(O)c3c2O)O1 (stereo not drawn)	78.5*	88.1*	82.5*	85.2*	8.7	83.4*	74.2*

Next section
OTUD3 block	Compound	USP8 block	USP17 block	USP10 block	USP28 inh	USP30 inh	UCHL1 inh	USP7 block
-12.7	COc1ccc(-c2nc(NCCCN3CCOCC3)c3ccccc3n2)cc1	-14.9	-20.6	-3.8	-7.1	-101.6	-0.9	-2.5
-5.8	CCOc1ccc(CC(=O)N2CCCC2c2cc(C)no2)cc1 (stereo not drawn)	2.0	-8.1	1.2	-10.9	-9.7	-0.4	0.0
0.7	COc1ccc(S(=O)(=O)NCCc2ccc3c(c2)CCCN3C)cc1	-25.7	2.4	-4.2	.	.	-10.4	-9.5
32.0*	COc1ccc(OC)c(-n2c(SCC(=O)N3CCc4ccccc43)nnc2-c2cccc(S(=O)(=O)N(C)C)c2)c1	10.9	48.0*	6.8	43.3*	48.7*	10.2	8.4

Source: PubChem BioAssay
